Screens (PubChem)
PTEN del growth: growth suppression of PTEN-null HCT116, primary screen, cell-based, CellTiter-Glo | HCT116 PTEN-null viability, 60 h; stronger effect = lower value | viability, % at 10 µM | hit rate 1.2% among 140,000 | AID 827, 2007;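 active means viability at or below a set limit, 4 SD under the median of all tested compounds, cut at about 3.7% in these data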;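 further: PTEN knockout HCT116 line with beta catenin targeted HCT116 as companion control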
MRP-1 activ: H69AR viability gain despite doxorubicin, primary screen, MRP-1 activator project, H69AR cells, CellTiter-Glo | hit rate 0.61% among 140,000 | viability increase, % at 10 µM | viability rescue;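 active means viability gain under doxorubicin at or above a set limit, the compound median plus 3 SD, cut at about 4.7% in these data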;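 further: MRP-1 overexpressing cells given doxorubicin 25 µM after compound pretreatment; 18-22 h compound pretreatment then 72 h with doxorubicin before readout; 0% = doxorubicin-only wells and 100% = vehicle-treated cells without doxorubicin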
BB579 growth dn: growth inhibitors of yeast BB579 in restrictive medium, primary screen, yeast lifespan-shortening project, S. cerevisiae. OD615, 48 h. inhibition, % at 10 µM. hit rate 0.51% among 140,000;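 active means inhibition above a set limit, 3 SD over the mean compound inhibition, cut at about 44% in these data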; further: inactives centre near -24
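System: Saccharomyces cerevisiae DeaD strain BB579, replicative lifespan model yeast | Buffer or medium: Restrictive glucose-based CSMM-D medium | Times: 4 h preincubation and 48 h exposure at 30 °C | Detection: OD615 turbidity measurement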
E-sel TNF inh: E-selectin induction blockers in HUVEC – imaging, immunofluorescence, high content, primary screen | HUVEC TNFa-induced E-selectin immunofluorescence | inhibition, % at 2 µM | hit rate 0.71% among 120,000 | AID 1246, 2008;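 active means inhibition above the batch mean plus 3 SD, and confirmed as a hit on visual image review, cut at about 43% in these data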;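 further: 0% = TNF-stimulated DMSO wells and 100% = unstimulated control wells; not every result past the cut was called active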
Phagocyt inh: inhibitors of macrophage phagocytosis, primary screen, imaging, J774A.1 cells, IgG beads. J774A.1 macrophage IgG-bead phagocytosis. inhibition, % at 5 µM. hit rate 0.07% among 110,000;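 active means inhibition above the mean of the plate negative controls plus 5 SD, cut at about 13% in these data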;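 further: phagocytic index as fraction of beads internalized from green versus red external bead signal; plate controls were DMSO negative control for no effect and cytochalasin-D positive control for full effect; some results beyond the cut were filed as inactive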
bCat KO growth: primary screen for growth suppressors in beta-catenin knockout HCT116 cells (colon tumor, human); HCT116 beta-catenin knockout viability, CellTiter-Glo, 60 h; stronger effect = lower value; viability, % at 10 µM; hit rate 1.5% among 140,000;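 active means viability at or under a set limit, the compound median less 4 SD, cut at about 6% in these data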;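 further: 0% = Hyamine 1622 control at 20 µM and 100% = untreated cell control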
NPY-Y2 antag: NPY-Y2 receptor antagonists, primary screen, cell-based | hit rate 0.99% among 140,000 | inhibition, % at 2.7 µM | NPY-Y2 expressing cells, antagonist mode; in the data active means inhibition above about 17%;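 further: 0% = vehicle with agonist challenge and 100% = reference antagonist with challenge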
Target sequence (P49146 whole entry, looked up): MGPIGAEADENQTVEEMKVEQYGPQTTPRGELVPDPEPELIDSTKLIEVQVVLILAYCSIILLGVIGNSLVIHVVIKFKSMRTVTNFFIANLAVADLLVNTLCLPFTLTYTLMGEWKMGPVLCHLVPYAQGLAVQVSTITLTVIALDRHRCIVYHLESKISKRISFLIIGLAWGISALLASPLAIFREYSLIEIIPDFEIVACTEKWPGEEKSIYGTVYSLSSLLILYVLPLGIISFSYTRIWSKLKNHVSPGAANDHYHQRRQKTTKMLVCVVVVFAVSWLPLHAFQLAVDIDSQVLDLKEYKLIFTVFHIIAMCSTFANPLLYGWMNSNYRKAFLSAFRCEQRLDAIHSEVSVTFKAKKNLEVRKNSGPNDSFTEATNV
GALR2 blocker: GALR2 antagonists in receptor-expressing cells, primary screen. Galanin receptor type 2 (Homo sapiens), O43603. antagonist mode. inhibition, % at 4 µM. hit rate 0.39% among 140,000. AID 828, 2007; in the data active means inhibition above about 27%;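 further: cells stimulated with galanin 1-16 at roughly its EC80; 0% = agonist challenge control and 100% = basal control without agonist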
Target sequence (O43603 whole entry, looked up): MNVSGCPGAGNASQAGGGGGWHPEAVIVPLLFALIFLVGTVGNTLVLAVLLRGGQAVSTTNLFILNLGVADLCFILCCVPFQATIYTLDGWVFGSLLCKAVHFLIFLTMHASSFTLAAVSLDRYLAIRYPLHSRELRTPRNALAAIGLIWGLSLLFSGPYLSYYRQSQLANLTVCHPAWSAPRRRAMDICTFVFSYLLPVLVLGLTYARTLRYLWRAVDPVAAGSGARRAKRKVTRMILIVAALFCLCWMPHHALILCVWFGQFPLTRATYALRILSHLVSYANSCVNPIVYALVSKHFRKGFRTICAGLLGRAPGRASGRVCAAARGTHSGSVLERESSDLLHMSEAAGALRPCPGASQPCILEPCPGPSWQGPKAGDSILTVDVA
Yeast lifespan up: compounds extending yeast replicative lifespan, primary screen, S. cerevisiae, OD615; S. cerevisiae growth with nicotinamide; deaD strain in restrictive glucose medium; inhibition of the nicotinamide effect, % at 10 µM; hit rate 0.68% among 130,000;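 active means inhibition above a set limit, placed 3 SD over the median of all compounds, cut at about 26% in these data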;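 further: 0% = nicotinamide-treated wells and 100% = cells grown without nicotinamide; some compounds called inactive have numbers as strong as hits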
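Assay system: engineered S. cerevisiae DeaD replicative-lifespan strain, galactose-grown log-phase cells; Buffer or medium: CSMM-D glucose medium, restrictive; Probe or stimulus: nicotinamide 1.5 mM; Compound: single dose 10 µM compound, 0.25% DMSO; Schedule: 4 h preincubation then 48 h treatment at 30 °C; Technique: OD615 measurement.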
Measles CPE: compounds protecting cells from measles virus cytopathic effect, primary screen, measles RdRp inhibitor project, single point, MLSMR library, absorbance | Measles virus-infected cells, CPE protection | protection (pct of control), % at 4 µM | hit rate 1.5% among 140,000; in the data active means protection mostly above about 24%, no sharp cut-off; inactive means mostly below about 26%; further: some compounds called inactive have numbers as strong as hits
* = called active by the depositor; . = no result given; & = joins results of further samples.

SMILES	PTEN del growth	MRP-1 activ	BB579 growth dn	E-sel TNF inh	Phagocyt inh	bCat KO growth	NPY-Y2 antag	GALR2 blocker	Yeast lifespan up	Measles CPE
COc1cc(C(C)=O)ccc1Oc1ncnc2c1cnn2-c1ccc(C)c(C)c1	68	4.2	-9	-5	-6	61	6	-6	-2	33
CC(=O)N1CCc2[nH]c3ccccc3c2C1	92&93	-1.3	-31	0	-2	88	1	2	-14	16
O=C(CCc1nc2ccccc2c(=O)[nH]1)NC1CCN(Cc2ccccc2)CC1	102	-0.7	-55	-19	-1	94	1	14	-6	3
CCOc1ccc(C2CC(c3ccc(CC)cc3)Nc3nc(N)nn32)cc1 (centres undefined)	83	1.2	-11	-8	1	75	5	6	-6	4
NC1=NC2CS(=O)(=O)CC2S1 (centres undefined)	92	-1.5	-41	6	.	89	0	1	4	32
CCOC(=O)c1c(NC(=O)CC2SC(N)=NC2=O)sc2c1CCC(C)C2 (centres undefined)	63	-2.7	-10	.	-6	65	2	-2	-4	13
O=C(c1cc(C(=O)c2ccco2)cc(C(=O)c2ccco2)c1)c1ccco1	61	-3.5	-10	.	-12	56	4	-1	1	8
Cc1ccc(-c2nnc3c4ccccc4c(C)nn23)cc1S(=O)(=O)N1CCN(CCO)CC1	96	-1.3	-36	-10	-1	91	8	-3	-4	16
Cc1c(-c2ccccc2)nc(N)c(C#N)c1-c1ccco1	84	-5.0	-30	-2	-2	87	0	-1	-20	9
COc1ccccc1OCCCOc1c(C)cc(C)cc1Br	89	-1.2	-38	.	-6	88	5	8	-6	11
Cc1ccc(OCC(=O)O)c(-n2nc3ccccc3n2)c1	105	-0.7	-10	3	-1	101	2	15	-13	8
CCCOn1c(OCC(C)C)nc2ccccc2c1=O	93	1.8	-7	.	0	85	8	-6	11	11
CC1CCCCN1CCNC(=O)c1ccc2c(=O)n(CCc3ccccc3)c(=O)[nH]c2c1 (centres undefined)	77	-3.7	-7	36	0	70	3	16	-24	6
O=C(CSc1ncnc2nc[nH]c12)N1CCN(c2ccccc2)CC1	53	-1.6	-30	42	0	59	2	10	-1	11
COc1ccc(-n2nc(C(=O)NCC(=O)N3CCN(C)CC3)c3ccccc3c2=O)cc1OC	105	-0.3	-12	16	1	105	-2	-3	-7	4
Cn1c(=O)cc(OCC(=O)NCCCN2CCN(c3ccccc3F)CC2)c2ccccc21	50	-1.3	-1	.	-1	36	5	0	-12	4
CCOC(=O)C1CCCN(C(=O)CN(c2ccc(OC)cc2)S(=O)(=O)c2c(C)noc2C)C1 (centres undefined)	92	-4.1	-11	.	-1	95	1	1	-6	4
CCc1ccccc1N(CC(=O)N1CCN(c2ccccc2F)CC1)S(C)(=O)=O	71	-0.5	-19	5	-4	76	2	8	-14	18
COc1ccc(C(=O)COC(=O)C2CCCN2C(=O)C23CC4CC(CC(C4)C2)C3)cc1 (centres undefined)	91	-1.0	-8	.	-3	83	-1	6	0	6
O=C(c1cnc2ccccn2c1=O)N1CCCc2ccccc21	108	-0.9	-47	-37	-1	99	1	-1	-2	9
O=C(NCc1ccccc1)C(c1cccnc1)N(Cc1ccco1)C(=O)c1ccccn1 (centres undefined)	106	-0.9	-39	-16	-1	93	2	11	-4	9
CCOc1ccc2nc(SCC(=O)NC(=O)NCc3ccco3)[nH]c2c1	112	0.3	-29	-10	2	96	1	-3	17	9
CCOC(=O)N1CCN(C(=O)COc2cccc3c2CCN(Cc2ccccc2C)C3=O)CC1	75	-2.1	3	21	2	74	2	-2	3	12
CCOc1ccc(NC(=O)C/C(N)=N/O)cc1	97	-1.8	-17	-15	0	92	2	-12	-15	5
COc1ccc(OCCOCCN2CCc3ccccc3C2)cc1	94	-1.0	-8	-4	-1	92	7	1	0	3
The results go on.
SMILES	PTEN del growth	MRP-1 activ	BB579 growth dn	E-sel TNF inh	Phagocyt inh	bCat KO growth	NPY-Y2 antag	GALR2 blocker	Yeast lifespan up	Measles CPE
CC(OC(=O)c1cccc(NS(C)(=O)=O)c1)C(=O)Nc1ccc(N2CCOCC2)cc1 (centres undefined)	84	-1.4	-16	2	-1	85	2	-15	-15	5
C/C(Cc1ccccc1)=N\NC(=O)c1cccnc1	93	-1.6	-29	.	-10	91	0	-9	-2	21
Clc1ccc(-c2nnc3n2CCCS3)cc1	91	0.1	-8	-9	1	95	-1	-2	-15	.
O=[N+]([O-])c1cc(F)c(N2CCOCC2)cc1N1CCCCC1	89	-1.3	-12	8	.	95	0	-10	-6	2
Nc1nc(NCCO)nc(NCC2CCCO2)c1[N+](=O)[O-] (centres undefined)	86	-1.2	-5	.	-2	92	-2	-4	8	18
Cn1c(N/N=C2\CCCc3ccccc32)nc2c1c(=O)n(Cc1ccc(F)cc1)c(=O)n2C	1.2*	-5.5	2	-3	3	1.2*	1	17	-2	4
CCOC(=O)NC(Nc1ccc(S(N)(=O)=O)cc1)(C(=O)OCC)C(F)(F)F (centres undefined)	79	-0.5	-15	12	-2	70	2	-8	-13	7
Clc1ccc(C(c2nnnn2C2CCCCC2)N(Cc2cccnc2)Cc2ccco2)cc1 (centres undefined)	58	-6.6	-26	30	.	46	1	-4	.	13
Clc1ccc2nc(-c3ccccc3)c(CN3CCOCC3)n2c1	77	-4.6	4	-4	6	88	4	-2	-8	6
CCN(CC)C(=S)SCC(=O)Nc1nc(=O)c2ccccc2s1	89	-1.7	-12	.	-10	85	11	-4	1	2
C=CCn1c(SCC(N)=O)nnc1-c1cc(Br)ccc1O	89	-1.9	-57	8	2	89	8	-2	-3	51
NC(=O)NC(c1ccccc1)c1cccc2ccccc12 (centres undefined)	104	-1.3	-34	8	0	122	0	-4	-15	18
O=C1C2C3CCC(C3)C2C(=O)N1Cc1ccco1 (centres undefined)	97	-1.4	-19	.	0	96	1	1	0	21
COCCCN=Cc1c(C)[nH]n(-c2ccc(Br)c(C)c2)c1=O	70	-2.0	-28	.	-1	73	0	1	-6	15
C#CCOCCOCCOCCNc1nc(N2CCN(C(=O)Cn3cc(CCCCN)nn3)CC2)nc(N2CCN(C(=O)Cn3cc(CC(C)O)nn3)CC2)n1 (centres undefined)	102	0.7	6	-37	.	98	1	5	2	5
CCCOc1ccc(-c2nn(-c3ccccc3)cc2/C=C2\SC(N)=NC2=O)cc1	102	-2.7	-39	.	-1	97	4	0	6	6
COc1cc(-n2cnnn2)ccc1S(=O)(=O)N1CCOCC1	97	-2.6	-15	.	0	99	-1	-11	-5	17
O=C(N/N=C/c1c(O)ccc2ccccc12)c1cccc(C(F)(F)F)c1	9	-2.1	-7	.	-2	10	8	16	-2	7
CSCC[C@H](NC(=O)c1ccc(Cl)c([N+](=O)[O-])c1)c1nc2ccccc2[nH]1	51	-4.0	-8	.	-6	51	-3	14	4	26
Cc1cn(S(=O)(=O)c2ccc(Br)c3ccccc23)cn1	107	-0.8	-45	.	0	95	7	1	-15	26
CCOC(=O)c1[nH]cnc1C(=O)NC1CCCCC1	103	-1.0	-28	-5	0	100	2	-24	-6	1
O=C(Cc1nc(=O)c2ccccc2s1)Nc1ccccc1	97	0.4	-19	-4	-1	104	4	-4	-19	3
CC1=C(C(=O)Nc2cc(C)ccn2)C(c2cnn(C)c2)C2=C(CC(c3ccccc3)CC2=O)N1 (centres undefined)	103	-0.5	-2	35	-4	103	1	10	0	5
COc1cc(/C=N/NC(=O)CN2CCCCC2)ccc1OCc1ccc(Br)cc1	92	-3.6	-9	.	-6	91	12	-3	-5	12
COC(=O)Cn1ncn2cccc2c1=O	98	-1.0	-17	-4	-1	94	1	-3	-1	6
(continued)
SMILES	PTEN del growth	MRP-1 activ	BB579 growth dn	E-sel TNF inh	Phagocyt inh	bCat KO growth	NPY-Y2 antag	GALR2 blocker	Yeast lifespan up	Measles CPE
COc1ccccc1-c1noc(CCC(=O)Nc2ccccc2Cl)n1	93	-1.6	-13	16	2	93	3	13	-8	12
O=S(=O)(Cc1ccccc1)N1CCCCC1	91	-4.5	-41	.	1	94	-1	2	-4	14
COc1ccc(CN2C(=O)c3ccccc3C(/C=N\OCc3ccc(F)cc3)C2=O)cc1 (centres undefined)	34	-0.6	-7	-14	.	40	3	1	-11	29
O=C(CC1SCCNC1=O)Nc1cc(Cl)cc(Cl)c1 (centres undefined)	97	-0.6	-11	12	3	95	-3	3	-6	14
COc1ccc(OC2C(=O)N(Cc3ccc(F)cc3)C2c2ccc(OC)c(OC)c2)cc1 (centres undefined)	85	-3.2	-46	-35	4	88	2	-6	-14	32
COc1ccc(CC(=O)Nc2ccc(-c3nnc(-c4ccccc4)o3)cc2)cc1OC	104	-0.2	-72	-46	1	93	-3	8	-14	5
Cc1ccc(C)c(N(C)S(=O)(=O)c2ccc3[nH]cc(C(=O)NCCN4CCOCC4)c(=O)c3c2)c1	91	-1.6	-21	3	4	78	0	-2	2	12
O=S(=O)(Nc1ccc2c(c1)oc1ccccc12)N1CCCC1	81	-0.3	-21	-5	.	84	1	3	-15	1
C/C(N)=C(/C#N)C(=O)COC(=O)c1cc(-c2ccc(C)cc2)nc2ccccc12	23	-3.7	-32	-6	4	24	-1	9	0	10
CN(C)S(=O)(=O)c1cc(NC(=O)CSc2ncc(C(F)(F)F)cc2Cl)ccc1Cl	27	-0.8	-19	2	8	70	2	-4	1	8
COc1cc2cnncc2cc1OC	86	-2.0	20	-5	.	87	-1	-14	.	20
Cc1cccc(NS(=O)(=O)c2ccc(C3CCCCC3)cc2)n1	78	-2.1	-18	7	-2	85	-2	-3	-14	0
Cn1c(CSc2ccccc2)c(C#N)c2ccccc21	89	0.9	-57	4	0	96	14	2	-8	3
CN1CCN(NC(=O)c2ccc(Br)c(S(=O)(=O)N3CCOCC3)c2)CC1	91	-0.1	-16	.	2	89	0	3	3	13
Cc1ccc(N=Cc2c(O)n(-c3cc(Cl)ccc3N3CCOCC3)c(=O)c3ccccc23)cc1C	78	-0.9	-31	3	0	79	6	-15	-2	5
CC(C)Cn1cc(C(=O)NCCCOC(C)C)c2c3ccccc3n(C)c2c1=O	89	-3.8	-23	.	0	93	1	-3	-4	13
CSc1nc(O)c(C2OC(=O)c3ccccc32)c(=O)[nH]1 (centres undefined)	102	0.7	-6	2	0	96	-2	8	0	5
Cc1cccc(NC(=O)CSc2ccc(C(N)=O)cc2[N+](=O)[O-])c1C	91	-2.4	-9	-16	-6	89	1	-1	13	16
CCOC(=O)C1=C(C)N=C2SC(C(=O)OC)=CC(=O)N2C1c1cccc(OC)c1 (centres undefined)	98	-2.4	-46	-32	.	96	-1	-11	-13	9
